# Screening results: PubChem, several laboratories
# Avidin fluor – compound fluoresces at 488/530 nm on avidin beads; compound fluorescence 488/530 nm, flow cytometry; active compounds read high; fluorescence (KMESF) at 10 µM; 0.38% of 220,000 active; AID 1775; in the data active means fluorescence above about 47; further: inactives centre near 10
# RGS4-Gao reg – modulates binding of RGS4 to human Galphao; Multiplexed bead flow cytometry; actives lie on both sides; binding response (% of control), % at 10 µM; 0.33% of 220,000 active; P09471; in the data active means binding response below about 49% or above about 150%; inactive means in between;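 further: fluorescent Galphao activated with aluminum fluoride binding bead-coupled RGS4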
# Mcl1 Noxa PPI – disrupts binding of human Mcl-1 to Noxa peptide; Q07820; TR-FRET Mcl-1/Noxa peptide binding, 2 h; inhibition, % at 21.7 µM; 1.5% of 220,000 active; AID 1022;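 active means compounds that cut the protein-peptide binding signal by more than 50% relative to plate controls in a single-dose test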;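 further: His-tagged Mcl-1 with rhodamine Noxa BH3 peptide and terbium anti-His antibody; 0% = Mcl-1 plus Noxa peptide wells and 100% = peptide-only wells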
# ABCB1 block – blocks JC-1 efflux by human ABCB1 transporter; P08183; CCRF-Adr cells, flow cytometry; inhibition, % at 6.6 µM; 0.067% of 190,000 active; in the data active means inhibition above about 40%;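 further: 0% = vehicle and 100% = reference inhibitor; higher value means more JC-1 retained so stronger ABCB1 efflux block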
# Target sequence (P08183 whole entry, looked up): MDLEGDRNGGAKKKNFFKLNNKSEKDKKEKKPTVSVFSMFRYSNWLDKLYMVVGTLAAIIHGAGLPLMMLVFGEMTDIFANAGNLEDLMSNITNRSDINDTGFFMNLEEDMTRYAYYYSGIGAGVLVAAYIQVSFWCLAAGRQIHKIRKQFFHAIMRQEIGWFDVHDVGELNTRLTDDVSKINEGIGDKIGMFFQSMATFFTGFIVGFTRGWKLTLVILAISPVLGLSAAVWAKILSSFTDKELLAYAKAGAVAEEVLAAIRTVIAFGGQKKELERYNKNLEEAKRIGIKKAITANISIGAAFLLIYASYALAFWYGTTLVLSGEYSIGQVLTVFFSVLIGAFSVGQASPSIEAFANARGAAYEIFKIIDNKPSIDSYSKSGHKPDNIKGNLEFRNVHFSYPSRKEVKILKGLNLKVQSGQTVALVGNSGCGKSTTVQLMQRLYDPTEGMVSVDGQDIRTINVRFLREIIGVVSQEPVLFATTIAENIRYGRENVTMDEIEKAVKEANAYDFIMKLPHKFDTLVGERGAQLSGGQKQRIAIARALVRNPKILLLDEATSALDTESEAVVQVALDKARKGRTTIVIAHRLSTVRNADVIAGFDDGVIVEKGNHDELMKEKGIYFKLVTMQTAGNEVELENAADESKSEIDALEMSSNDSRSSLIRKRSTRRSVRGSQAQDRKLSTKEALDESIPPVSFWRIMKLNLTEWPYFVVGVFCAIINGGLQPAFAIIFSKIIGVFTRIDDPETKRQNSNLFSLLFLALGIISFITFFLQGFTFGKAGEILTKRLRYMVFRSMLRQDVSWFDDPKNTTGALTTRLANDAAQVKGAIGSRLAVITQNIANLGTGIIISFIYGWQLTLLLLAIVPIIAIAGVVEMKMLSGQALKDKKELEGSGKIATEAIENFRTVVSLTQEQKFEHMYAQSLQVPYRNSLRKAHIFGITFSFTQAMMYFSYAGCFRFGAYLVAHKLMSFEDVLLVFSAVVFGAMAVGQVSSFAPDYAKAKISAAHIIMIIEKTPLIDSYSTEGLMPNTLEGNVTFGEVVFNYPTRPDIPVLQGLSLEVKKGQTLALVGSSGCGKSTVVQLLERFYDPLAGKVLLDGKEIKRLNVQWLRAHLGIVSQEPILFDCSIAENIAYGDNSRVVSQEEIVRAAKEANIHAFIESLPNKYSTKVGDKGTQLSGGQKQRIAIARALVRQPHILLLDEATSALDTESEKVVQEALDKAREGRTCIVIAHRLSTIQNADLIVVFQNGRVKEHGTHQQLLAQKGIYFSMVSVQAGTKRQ
# Mcl-1 Bim block – disrupts Bim peptide binding to human Mcl-1; inhibition, % at 10 µM; Bead-based flow cytometry, Bim peptide-Mcl-1 binding; Q07820; 0.1% of 190,000 active; AID 1009; in the data active means inhibition above about 40%;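 further: 0% = no compound tracer wells and 100% = peptide blocker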
# Mcl1-Bid inh – disrupts binding of human Mcl-1 to Bid peptide. Q07820. 0.97% of 220,000 active. AID 1021. inhibition, % at 21.7 µM. TR-FRET Mcl-1/Bid-Dy647 peptide binding, 1536-well;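 active means compounds that cut the binding signal by more than half at the single screening dose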;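 further: His-tagged Mcl-1 with europium anti-His antibody binding Bid BH3 peptide; 0% = Mcl-1 plus peptide wells and 100% = peptide-only wells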
# GSH fluor – compound fluoresces at 488/530 nm on GSH beads. fluorescence (KMESF) at 10 µM. 0.25% of 190,000 active. GSH beads flow cytometry, compound fluorescence 488/530 nm; active compounds read high; in the data active means fluorescence above about 89;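 further: glutathione beads carrying GST-tagged Bcl family fusion proteins plus one bare bead set; values are compound well signal with DMSO vehicle wells as background; inactives centre near 16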
# RGS7-Gao reg – regulators of human RGS7-Galphao interaction; 0.35% of 220,000 active; P09471; Multiplexed bead flow cytometry, RGS7-Galphao binding; actives lie on both sides; binding response (% of control), % at 10 µM; in the data active means binding response below about 49% or above about 150%; inconclusive means no clear call, values can overlap the other calls; inactive means in between;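 further: fluorescent Galphao held in activated GDP-AlF4 state binding bead-coupled RGS7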
# Pf gamet viab – kills late stage P. falciparum gametocytes; P. falciparum stage V gametocytes, ATP luminescence, 24 h; inhibition, % at 10.9 µM; 0.065% of 150,000 active; AID 743093;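 active means inhibition above the mean plus 3 SD of compounds within the control limits, set per campaign, cut at about 38% in these data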;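 further: 0% = DMSO wells and 100% = medium only without gametocytes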
# RGS8-Gao – human RGS8-Galphao interaction regulation. AID 1423. 0.34% of 220,000 active. multiplexed bead flow cytometry, RGS8-Galphao binding; actives lie on both sides. response (percent of control binding), % at 10 µM; in the data active means response below about 60% or above about 140%; inactive means in between;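 further: Galphao activated as the GDP aluminium fluoride complex binding bead-coupled RGS8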
# ABCG2 inh – human ABCG2 inhibition, ABCB1 as counter-screen | Q9UNQ0 | IgMXP3 cells, JC-1 efflux, flow cytometry | inhibition, % at 6.6 µM | 0.1% of 190,000 active | AID 1325;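 active means inhibition above 80%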;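 further: 0% = DMSO and 100% = nicardipine control wells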
#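 Test system: ABCG2 IgMXP3 and barcoded ABCB1 CCRF-Adr cell mix; Schedule: cells with compound and JC-1, 10 min at 25 °C, rotating, no wash; Technique: flow cytometry of retained JC-1 fluorescence; Measure: % inhibition of efflux relative to nicardipine and DMSO; Controls: nicardipine high and DMSO low controls.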
# * hit, by the source's call; u = inconclusive; x = no result given.
SMILES,Avidin fluor,RGS4-Gao reg,Mcl1 Noxa PPI,ABCB1 block,Mcl-1 Bim block,Mcl1-Bid inh,GSH fluor,RGS7-Gao reg,Pf gamet viab,RGS8-Gao,ABCG2 inh
CN1CCN(C2=C(Cl)C(=O)N(Cc3ccccc3)C2=O)CC1,16,99,0,0.3,2,-53,24,100,7,99,1
CCCCCOC(=O)Cn1c(N2CCCCCC2)nc2c1c(=O)[nH]c(=O)n2C,8,106,4,0.8,1,-43,6,102,x,101,1
O=C(Nc1cccc(C(=O)O)c1)/C(=C\c1ccc2c(c1)OCO2)NC(=O)c1ccc(Br)cc1,12,100,20,-0.4,0,1,13,98,3,102,-3
Cc1ccc(-n2ncc3c(N4CCN(c5ccc(F)cc5)CC4)ncnc32)c(C)c1,12,102,0,1.9,0,2,31,98,x,100,8
COc1cccc(CN(CC(=O)NC2CCCC2)C(=O)Cn2nnc(-c3cccs3)n2)c1,17,101,5,1.0,-2,-11,33,99,x,100,2
COCCNC(=O)C(=O)NNC(=O)CCc1ccccc1,11,100,2,0.1,-1,-24,13,100,-5,100,0
CC(C)NC(C(=O)Nc1cc(Cl)cc(Cl)c1)c1ccccc1 (stereo not given),6,95,-14,0.6,-2,-1,35,96,x,96,3
COc1ccc(NC(=S)NNC(=O)c2cccnc2)cc1OC,10,104,6,-0.3,0,-28,13,101,x,102,6
COc1ccc(C(=O)N/C(=C/c2cccnc2)C(=O)NCc2ccco2)cc1OC,6,98,7,x,x,-30,x,u,15,104,x
COc1ccc(/C(C)=N/Nc2nc3ccccc3n3cnnc23)cc1OC,9,99,-27,x,x,-48,x,u,-9,101,x
COc1ccc(NC(=S)N2CCC(C(O)(c3ccccc3)c3ccccc3)CC2)cc1,12,101,15,-0.5,1,-36,8,108,5,93,-3
CCCN1C(=O)N(c2cccc(C)c2)C(C)(O)CC1(C)C (stereo not given),10,87,-30,x,x,-30,x,u,-3,100,x
C=CCn1c(C)c(C(C)=O)c(N2CCOCC2)nc1=S,10,99,2,1.3,35,-16,22,98,-4,100,12
CCc1ccc(NS(=O)(=O)c2ccc(OC)c(C)c2)cc1,21,88,15,0.6,-1,0,12,92,x,90,2
O=C(CCc1nc2ccccc2s1)c1ccccc1,14,97,2,2.1,1,-8,13,98,x,100,29
Cc1nnc(SCCN2C(=O)c3ccccc3C2=O)[nH]c1=O,17,101,28,-0.1,-3,26,36,104,3,102,1
CC1(C)CC(=O)C(CCC(=O)c2ccccc2)C(C)(C)N1 (stereo not given),4,98,-7,-2.9,-4,6,27,103,-17,101,-3
CCCc1cc(=O)[nH]c(SCC(=O)Nc2ccc(C)cc2)n1,10,104,-16,0.0,-1,-34,21,99,1,105,2
COc1ccc(OC)c(C(=O)CSc2nc3ccccc3n2CC(=O)NC(C)(C)C)c1,7,103,-5,1.1,-8,-17,270*,106,x,105,3
O=C(CNS(=O)(=O)c1ccc2ccccc2c1)OCC(=O)c1ccc(Br)s1,7,91,-17,0.2,14,-15,15,93,x,95,2
Cn1cc(C(=O)c2ccc(F)cc2)cc1-c1nc2ccccc2n1C,6,100,6,1.6,-2,-5,26,104,x,103,7
CC(C)=CCN1CCN(Cc2ccc(Sc3nncn3C)o2)CC1CCO (stereo not given),1,104,2,-0.2,-2,-28,8,96,-9,101,1
COC(=O)c1c(NC(=O)COC(=O)CCS(=O)(=O)c2ccc(C)cc2)sc(C)c1C,3,92,11,1.9,-1,-8,9,83,17,106,10
Cc1csc(NC(=O)CSc2ncc(-c3ccccc3)[nH]2)n1,11,106,27,0.1,-4,-25,20,114,5,114,2
CCC(C)NS(=O)(=O)c1ccc(S(=O)(=O)N(CC(=O)Nc2ccccc2)CC2CCCO2)cc1 (stereo not given),8,102,11,0.4,0,-8,12,106,x,101,2
Cc1ccccc1NC(=S)NCc1ccc2c(c1)OCO2,15,102,-14,0.0,-1,-53,37,102,1,103,1
OC(CNCC1CCCO1)COc1ccc(OCC(O)CNCC2CCCO2)cc1 (stereo not given),7,104,-10,0.2,-4,-16,27,101,x,103,1
COc1ccccc1-n1c(SCC(N)=O)nc2sc3c(c2c1=O)CCC3,10,102,-6,x,x,-2,x,u,9,100,x
CCCNC(=O)c1ccc(Cn2c(=S)[nH]c3c([nH]c4ccc(OC)cc43)c2=O)cc1,6,99,60*,-1.2,-16,-1,18,102,18,98,-4
O=C(Nc1nccs1)NC(C(F)(F)F)C(F)(F)F,4,102,2,0.2,-2,2,39,101,x,99,1
CCOC(=O)C(=NC(C)CC)NNc1cccc(C(F)(F)F)c1 (stereo not given),1,98,16,0.1,-3,-87,11,99,-23,93,0
CCN(CC)C(=O)c1cnn(-c2ccccc2)c1NC(=O)c1ccccc1F,8,101,1,0.2,-6,-11,22,100,x,101,0
CCOC(=O)c1c(NC(=O)c2cccs2)sc2c1CC(C)(C)OC2,29,96,2,0.8,2,-3,31,98,-18,100,32
O=C(Cc1c(O)c2ccccc2[nH]c1=O)OC1CCCCC1,31,101,-3,0.0,0,-24,10,102,x,99,0
COc1ccc2nc(NC(=O)[C@@H]3CCCN3C(=O)c3cccs3)sc2c1,3,102,9,1.1,-3,-2,10,102,5,103,11
CCOC(=O)CNC(=O)c1c(C)nn(C)c1Cl,11,99,-6,-0.4,0,-19,15,u,2,99,1
COc1cccc(C2=CC(c3ccc(C)cc3)n3ncnc3N2)c1 (stereo not given),34,98,7,0.2,0,-29,12,96,x,99,3
CNCCCOc1cccc(OC(C)C)c1,4,112,7,0.2,-3,-22,4,112,-18,116,1
Cc1cccc(C)c1NC(=O)c1ccc(CN2CCc3ccccc3C2)cc1,19,107,5,1.1,-4,-17,10,98,x,102,4
Cc1ccc(C(=O)NNC(=O)CCn2nnc3ccccc32)cc1,12,101,-14,0.1,-4,-21,23,97,-30,101,1
O=C(O)/C(=C\c1cn(-c2ccccc2)nc1-c1ccc(Cl)cc1)NC(=O)c1ccccc1,15,96,-9,x,x,-11,x,u,13,96,x
COCCCn1c(=O)/c(=C\c2ccccc2OC(F)F)s/c1=C(/C#N)C(=O)NCCOC,8,99,0,x,x,-21,x,u,-3,104,x
C/C(=N/Nc1ccc(Cl)cc1)c1cnnc(-c2ccccc2)n1,21,103,14,-0.6,-3,28,10,99,x,103,2
CC(=O)Nc1ccc(C(=O)OCC(=O)NCc2ccccc2)cc1,7,103,10,0.3,-2,-29,9,97,-6,102,11
CN(CC(O)COc1ccc(S(=O)(=O)N2CCOCC2)cc1Cl)C1CCCCC1 (stereo not given),3,99,-4,x,x,-14,x,u,4,98,x

# A few values from above.
# Result for Cc1nnc(SCCN2C(=O)c3ccccc3C2=O)[nH]c1=O in Pf gamet viab: 3
# Result for O=C(Nc1cccc(C(=O)O)c1)/C(=C\c1ccc2c(c1)OCO2)NC(=O)c1ccc(Br)cc1 in ABCB1 block: -0.4

# Other compounds
SMILES,Avidin fluor,RGS4-Gao reg,Mcl1 Noxa PPI,ABCB1 block,Mcl-1 Bim block,Mcl1-Bid inh,GSH fluor,RGS7-Gao reg,Pf gamet viab,RGS8-Gao,ABCG2 inh
O=C1NC(c2ccncc2)Nc2sc3c(c21)CCCC3 (stereo not given),9,102,36,-0.6,-8,-18,24,100,14,96,2
Nc1no[n+]([O-])c1-c1ccccc1,12,102,5,-0.2,-2,2,11,104,x,103,-1
O=C(C1=C(O)C(=O)N(Cc2cccnc2)C1c1ccccn1)c1cccs1 (stereo not given),11,98,18,0.1,0,-34,17,100,-18,101,1
COCCNC(=O)C(=O)NCC1OCCN1S(=O)(=O)c1cccs1 (stereo not given),8,101,16,x,x,0,x,u,-30,101,x
COc1ccc(-c2nnc(N)s2)cc1,9,103,4,-1.0,-7,-21,33,100,-10,102,7
O=C(c1ccc(Br)o1)N1CCN(c2ccc3nnc(-c4ccccc4)n3n2)CC1,33,105,18,1.1,-1,10,12,105,x,103,7
Cc1nc2sc(C(c3cccc(F)c3)N3CCCCC3)c(O)n2n1 (stereo not given),16,91,3,0.9,7,-10,24,92,14,92,6
CCCN(C(=O)COc1ccc(Cl)cc1Cl)c1c(N)n(Cc2ccccc2)c(=O)[nH]c1=O,14,98,13,-0.5,0,-31,17,105,4,100,1
N#Cc1c(-c2ccccc2)cc(-c2ccccc2)nc1SCc1nnc(-c2ccccc2)o1,9,92,13,0.7,-1,-18,35,93,4,87,14
CC(=O)c1ccc(N2CCN(C(=O)c3ccco3)CC2)c(F)c1,14,100,-11,1.3,-3,7,33,99,-8,101,57
CC1(c2ccccc2)NC(=O)N(Cc2ccc([N+](=O)[O-])cc2)C1=O (stereo not given),25,100,-13,1.2,-2,-19,11,103,x,99,15
CCN(CC)C(=O)Cn1nnc(-c2ccc(C)o2)n1,15,97,-11,0.2,-8,-3,37,104,-32,98,4
CCOC(=O)c1ccccc1NC1c2ccccc2C(=O)N1c1cc(C)ccn1 (stereo not given),12,100,-2,-1.7,0,11,19,98,x,101,-1

# Compounds above that have an NH in an aromatic ring:
SMILES,Avidin fluor,RGS4-Gao reg,Mcl1 Noxa PPI,ABCB1 block,Mcl-1 Bim block,Mcl1-Bid inh,GSH fluor,RGS7-Gao reg,Pf gamet viab,RGS8-Gao,ABCG2 inh
CCCCCOC(=O)Cn1c(N2CCCCCC2)nc2c1c(=O)[nH]c(=O)n2C,8,106,4,0.8,1,-43,6,102,x,101,1
Cc1nnc(SCCN2C(=O)c3ccccc3C2=O)[nH]c1=O,17,101,28,-0.1,-3,26,36,104,3,102,1
CCCc1cc(=O)[nH]c(SCC(=O)Nc2ccc(C)cc2)n1,10,104,-16,0.0,-1,-34,21,99,1,105,2
Cc1csc(NC(=O)CSc2ncc(-c3ccccc3)[nH]2)n1,11,106,27,0.1,-4,-25,20,114,5,114,2
CCCNC(=O)c1ccc(Cn2c(=S)[nH]c3c([nH]c4ccc(OC)cc43)c2=O)cc1,6,99,60*,-1.2,-16,-1,18,102,18,98,-4
O=C(Cc1c(O)c2ccccc2[nH]c1=O)OC1CCCCC1,31,101,-3,0.0,0,-24,10,102,x,99,0
CCCN(C(=O)COc1ccc(Cl)cc1Cl)c1c(N)n(Cc2ccccc2)c(=O)[nH]c1=O,14,98,13,-0.5,0,-31,17,105,4,100,1
